SDO1 yeast rescue: restores growth of sdo1-depleted yeast. actives 0.21% (n = 140,000). S. cerevisiae sdo1-depleted JHY4D growth rescue, OD600 30 h; hits give high values; pdr5 snq2 efflux-pump mutant strain. AID 817. z-score at 10 µM;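 active = z-score above 3 at both the 24 hr and the 30 hr optical density reads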;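 note: z-score against mean and SD of all compound wells on the same plate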
INS promoter inh: TRM-6 insulin promoter activity inhibition; TRM-6 cells (human fetal islet line), insulin promoter-eGFP reporter, imaging; reporter expression induced with tamoxifen; inhibition, % at 2 µM; actives 0.9% (n = 130,000); AID 1273;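 active = inhibition above the mean plus 3 SD, with well images judged a real hit on visual review, cut at about 60% in these data, passing the limit was not always enough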
SDO1 yeast rescue Rescue 24 h: also measured in SDO1 yeast rescue; calls as there; z-score; S. cerevisiae sdo1-depleted JHY4D growth rescue, OD600; measured here: growth rescue at 24 h;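 0 is the plate mean of compound wells and units are plate SD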
* = called active by the depositor; nt = not tested or not shown. This is a subset, so the mix of outcomes need not match the whole.

Values run as follows: SDO1 yeast rescue	SDO1 yeast rescue Rescue 24 h	INS promoter inh
- CCOc1cc2[nH]c(=O)n(Cc3cccc(OC)c3)c(=O)c2cc1OCC
 : 0.22	0.8	nt
- O=C(NCCc1csc(-c2cccnc2)n1)c1ccco1
 : 1.1	1.4	nt
- CCSc1oc(-c2ccccc2)nc1S(=O)(=O)c1ccccc1
 : -0.88	-0.68	60
- COc1cc(NC(=O)CSc2nnc(Cn3nnc4ccccc43)n2C)cc(OC)c1
 : 0.44	-0.07	-469
- CC1CCN(CC(=O)NCc2ccco2)CC1
 : nt	nt	36
- O=C(NC1CCCCCC1)C1CCN(S(=O)(=O)c2ccc(F)cc2)CC1
 : -1	-1.1	nt
- COc1ccc([N+](=O)[O-])cc1NC(=O)c1ccc(CN(c2ccccc2)S(C)(=O)=O)cc1
 : -1.2	-1	-391
- CCc1ccc(S(=O)(=O)N2CC(=O)Nc3ccccc32)cc1
 : 1.4	1.6	19
- Cc1cc(C)c(C#N)c(SCS(=O)Cc2ccccc2)n1 (stereo not given)
 : -1.3	-0.52	18
- COc1ccc(-c2c(C)oc3c(CN4CCN(CCO)CC4)c(O)ccc3c2=O)cc1OC
 : 1.5	0.48	-3
- CCCCCc1c(C)nc(Nc2nc(C)c3cc(OC)ccc3n2)[nH]c1=O
 : -1.9	-1.5	nt
- Cc1ccc(P(=O)(O)c2ccc(C)cc2)cc1
 : 1.9	2.4	nt
- CCCn1c(SCC(=O)Nc2sc(C)c(C)c2C(=O)OCC)nc2c1c(=O)n(C)c(=O)n2C
 : 0.02	-0.72	nt
- CC(C)[C@@H]1NC(=O)c2cc([N+](=O)[O-])cc(I)c2NCCC[C@@H](C(=O)NC(CC(=O)O)C(N)=O)NC(=O)[C@H](CO)NC1=O (stereo not given in full)
 : 0.08	-0.16	36
- CCNC(=S)N(Cc1cc2cccc(C)c2[nH]c1=O)C1CCCC1
 : 0.48	0.48	24
- CCCn1nnc(NC(=O)c2cccc(Cl)c2)n1
 : 0.84	2.6	32
- COc1ccc([N+](=O)[O-])cc1NC(=O)C(C)Sc1nc(C)c(C)c(C)n1 (stereo not given)
 : -1.1	-0.43	15
- Cc1ccc2oc(-c3cccc(NC(=O)Cc4cccs4)c3)nc2c1
 : -2.2	-1.4	13
- CC(Sc1nnc(Cc2ccc([N+](=O)[O-])cc2)o1)C(N)=O (stereo not given)
 : -0.55	-1.1	-7
- CCc1cc(C(=O)OC)c(NC(=O)C2CC(=O)NN2Cc2ccccc2)s1 (stereo not given)
 : -0.11	0.3	-97
- O=C(/C=C/c1ccco1)NC(=S)Nc1nc(-c2ccc3ccccc3c2)cs1
 : -1.6	-0.63	nt
- Clc1ccc(-c2nc3nc4ccccc4nc3n2Cc2ccco2)cc1
 : -0.87	0.21	45
- Cc1[nH]n(-c2ccccc2)c(=O)c1C1(C(F)(F)F)C(=O)N(c2ccc(F)cc2)C2=C1C(=O)CC(C)(C)C2 (stereo not given)
 : 0.8	0.57	-56
- O=C1c2ccccc2CC1Sc1nnc(-c2ccncc2)o1 (stereo not given)
 : 0.62	0.33	40
- CN(Cc1nc2ccccc2c(=O)[nH]1)C(=O)c1ccc(S(=O)(=O)N(C)C)cc1
 : 2.6	2	30
- CS(=O)(=O)N(CC(=O)NCCc1ccccc1)c1cccc([N+](=O)[O-])c1
 : nt	nt	-55
- Cc1cc(C(=O)N2CCN(c3cccc(Cl)c3)CC2)c(C)o1
 : -0.05	0.39	nt
- CC1CCN(S(=O)(=O)c2ccc3c(c2)c(=O)c(C(=O)N2CCCCC2)cn3C)CC1
 : -0.02	-0.34	39
- Cc1ccc(NC(=S)N2CCn3cccc3C2c2cccnc2)cc1 (stereo not given)
 : -0.08	-0.61	nt
- O=C(NC(NC(=S)Nc1cc(Cl)ccc1Cl)C(Cl)(Cl)Cl)c1ccco1 (stereo not given)
 : -0.05	-0.44	-10
- Cc1nc2c3cnn(-c4ccccc4)c3ncn2n1
 : -0.01	-0.54	8
- Cc1[nH]nc2c1C(c1cccs1)C(C#N)=C(N)O2 (stereo not given)
 : nt	nt	-38
- Cc1ccc(OC(=O)c2ccc3nc(C)sc3c2)cc1
 : nt	nt	15
- CC(C)(C)C(=O)Cn1c(NCCCO)nc2ccccc21
 : -0.03	-0.31	-36
- O=C(N/N=C/c1cc([N+](=O)[O-])ccc1N1CCCCCC1)c1ccccn1
 : nt	nt	47
- O=C(NCc1ccccn1)c1cc(-c2ccc(-c3ccccc3)cc2)nc2ccccc12
 : -0.51	-0.52	18
- O=C(CN1C(=O)C2C3C=CC(C3)C2C1=O)NCCN1CCCc2ccccc21 (stereo not given)
 : -0.24	0.13	nt
- CSc1cc(C)n(-c2ccccc2C)c(=S)c1C(C)=O
 : 0.73	-0.18	15
- O=C(CCn1c(=O)oc2ccccc21)N1CCOCC1
 : 1.1	-0.07	nt
- CC(=O)c1sc(N/N=C\c2cccc(Br)c2)nc1C
 : -0.78	-0.24	-55
- CS(=O)(=O)Nc1ccc(Cc2ccc(NS(C)(=O)=O)cc2)cc1
 : -0.01	-0.61	27
- Cc1nc2ncccn2c1-c1csc(Nc2ccc(N(C)C)cc2)n1
 : nt	nt	-42
- CCOC(=O)CC(=O)CSc1ccc2nnc(-c3ccc(F)cc3)n2n1
 : -0.3	-0.39	nt
- COc1cccc(NC(=O)CSc2nnc(-c3ccc(C)cc3)o2)c1
 : -2	0.17	nt
- Cc1cc[n+](-c2nc3ccccc3nc2C(=C=[N-])C#N)cc1
 : -0.17	-1.4	-46
- Cc1nc2ccc(NC(=O)c3ccc(F)c(S(=O)(=O)N4CCOCC4)c3)cc2s1
 : -0.12	-0.4	-14
- COc1ccc(-c2[nH]ncc2/C=N/NC(=O)c2cccc([N+](=O)[O-])c2)cc1OC
 : nt	nt	60
- CC(=O)Nc1ccc(S(=O)(=O)NCc2csc(C)n2)cc1
 : 1.6	1.7	71
- CC(C)CNS(=O)(=O)c1ccc(OCC(=O)Nc2ccc(F)cc2F)cc1
 : -0.97	-1.3	-40
- CCC(Sc1nc2ccsc2c(=O)n1-c1ccc(Cl)c(C)c1)C(=O)NCc1ccco1 (stereo not given)
 : 0.77	1.7	-35
- Cc1ccc(CCNC(=O)C23CN(Cc4ccccc4)CC2C(c2ccc([N+](=O)[O-])cc2)=NO3)cc1 (stereo not given)
 : -0.13	-0.15	29
- Cc1nnc(SCc2nc(N)nc(Nc3ccccc3)n2)s1
 : 0.31	-0.07	56
- Cc1cc(C)n(CC(=O)c2ccc(Br)cc2)c(=O)c1C#N
 : -0.27	-0.66	4
- Cn1c(SCc2ccc(C#N)cc2)nnc1-c1ccccc1
 : 0.48	-0.1	-12
- Cc1ccc(CN2C(=O)CCC2C(=O)NCC2CCCO2)cc1 (stereo not given)
 : -0.03	-0.25	-14
- O=C(/C=C/c1cccc([N+](=O)[O-])c1)NCc1ccco1
 : -0.21	-1	2
- CN(C(=O)c1ccco1)c1nnc(C23CC4CC(CC(C4)C2)C3)s1
 : -1.1	-0.77	nt
- CC1(C)CC(=O)C=C(NC2CCCCCC2)C1
 : 0.1	-0.38	nt
- COc1ccc(-c2nc(N)n(C(=O)Cc3ccccc3)n2)cc1
 : 0.71	0.55	-77
- Cc1ccc(-c2nc3ccccc3c(=O)n2NC(=O)COc2ccccc2)cc1
 : -0.43	0.09	40

Next part.
Values run as follows: SDO1 yeast rescue	SDO1 yeast rescue Rescue 24 h	INS promoter inh
- COC(=O)C1=C(C)Nc2nnnn2C1c1cccs1 (stereo not given)
 : -0.27	-0.73	-243
- COc1ccccc1Nc1nnc(SCC(=O)N2CCCC2)s1
 : -0.26	-0.42	nt
- FC(F)(F)c1cccc(CNc2ncccc2-c2nc3cc(Cl)ccc3o2)c1
 : -1.3	-0.56	60
- NS(=O)(=O)c1ccc(NC(=S)NC(=O)/C=C/c2ccco2)cc1
 : -0.51	-0.44	nt
- CN=C1c2cc3cc(OC)ccc3n2CCN1Cc1ccccc1
 : -0.39	-0.72	15
- CC(C)c1nnc(NC(=O)CCC(=O)NCc2cccs2)s1
 : 0.03	-1.5	-19
- CCC(C)NS(=O)(=O)c1ccc(S(=O)(=O)N(CC(=O)Nc2ccccc2)Cc2ccco2)cc1 (stereo not given)
 : -0.42	-0.49	-29
- CCc1ccccc1-n1cnc2cc(C(=O)O)ccc21
 : 1.5	3	nt
- CN(CC(=O)NC(c1ccccc1)c1ccccc1)Cc1nc2ccccc2c(=O)[nH]1
 : 0.11	-0.65	-5
- CCCCCn1c(=O)[nH]c2cc(C(=O)NCc3ccc4c(c3)OCO4)ccc2c1=O
 : -1.2	-0.68	nt
- CN(C)N1C(=O)CC(N2CCCC2)C1=O (stereo not given)
 : nt	nt	-64
- COc1ccccc1Oc1nc([N+](=O)[O-])nn1CC(N)=O
 : nt	nt	3
- Cc1ccc(Cn2nc(C)c(NC(=O)CSc3n[nH]c(C)c3[N+](=O)[O-])c2C)cc1
 : -1.1	-1.9	-10
- O=C(Nc1ccccc1)/C(=C\c1ccncc1)NC(=O)c1ccccc1
 : 0.66	0.19	nt
- CCOC(=O)N1CCN(CC(=O)Nc2c(C(=O)OC)[nH]c3cccc(Cl)c23)CC1
 : 0.12	-0.23	nt
- CCOC(=O)N1CCC(N2C(=O)c3ccccc3C2Nc2cccnc2)CC1 (stereo not given)
 : 1.7	3.3	-14
- O=C(COC(=O)COc1ccc(Cl)cc1)NCc1cccs1
 : -0.09	-1.3	25
- Cc1ccccc1-c1nc(-c2ccc(NC(=O)c3cccs3)cc2)no1
 : 0.2	1.5	-3
- CCOC(=O)c1c(C)[nH]c(C(=O)OCC(=O)Nc2cc(C)c(Cl)cc2OC)c1C
 : 0.79	2.9	nt
- Cc1ccc(-c2cc(C(F)F)nc(N3CCOCC3)n2)cc1
 : nt	nt	9
- Cc1ccnc(NC(NC(=O)C(C)C)(C(F)(F)F)C(F)(F)F)c1
 : 1.4	1.1	38
- COc1ccc2cnn(-c3ccccc3)c(=O)c2c1OC
 : 0.24	-0.27	-71
- Cc1ccc2oc(=O)c3cnn(CC(=O)NCCc4ccsc4)c3c2c1
 : 0.81	0.17	nt
- COc1ccc(/C=C(/NC(=O)c2ccccc2)C(=O)N/N=C/c2ccncc2)c(OC)c1
 : 0.42	0.45	-7
- Cc1cc(C(=O)CSc2nnnn2-c2ccccc2)c(C)n1CCc1ccccc1
 : 1.2	2.5	14
- Cc1cnccc1CNC(=O)CC1C(=O)NCCN1CC(C)(C)C (stereo not given)
 : nt	nt	-64
- O=C(Nc1nccs1)c1cc2sccc2n1Cc1ccc(Cl)cc1
 : -1.5	-0.35	nt
- CCn1nnc(NC(=O)c2cccnc2Cl)n1
 : -0.17	-0.29	-25
- COc1cc(/C=N/N=C/c2cc(OC)c(O)c(OC)c2)cc(OC)c1O
 : 0.08	0.31	28
- COC(=O)c1nnn(CC(=O)NC(=O)Nc2cccc(C)c2C)c1C(=O)OC
 : 1.2	1	24

7 structures from above, arranged by SMILES length, high to low.
Values run as follows: SDO1 yeast rescue	SDO1 yeast rescue Rescue 24 h	INS promoter inh
- COc1ccc(/C=C(/NC(=O)c2ccccc2)C(=O)N/N=C/c2ccncc2)c(OC)c1
 : 0.42	0.45	-7
- COc1ccc(-c2c(C)oc3c(CN4CCN(CCO)CC4)c(O)ccc3c2=O)cc1OC
 : 1.5	0.48	-3
- CCCCCn1c(=O)[nH]c2cc(C(=O)NCc3ccc4c(c3)OCO4)ccc2c1=O
 : -1.2	-0.68	nt
- O=C(N/N=C/c1cc([N+](=O)[O-])ccc1N1CCCCCC1)c1ccccn1
 : nt	nt	47
- Cc1cc(C(=O)CSc2nnnn2-c2ccccc2)c(C)n1CCc1ccccc1
 : 1.2	2.5	14
- CCCCCc1c(C)nc(Nc2nc(C)c3cc(OC)ccc3n2)[nH]c1=O
 : -1.9	-1.5	nt
- Cc1ccnc(NC(NC(=O)C(C)C)(C(F)(F)F)C(F)(F)F)c1
 : 1.4	1.1	38

Next section
Values run as follows: SDO1 yeast rescue	SDO1 yeast rescue Rescue 24 h	INS promoter inh
- COc1ccc([N+](=O)[O-])cc1COc1ccc2c(-c3ccccc3)cc(=O)oc2c1
 : -0.33	1.5	21
- Cn1nnnc1NCc1cccc(Cl)c1Cl
 : nt	nt	-12
- CCOC(=O)c1sc(NC(=O)CSc2nnnn2-c2ccccc2)c(C(=O)OCC)c1C
 : -1.1	-0.2	46
- COc1ccc(CCNC(=O)Cn2nc([N+](=O)[O-])c(Br)c2C)cc1OC
 : 1.4	1.3	0
- O=C(O)CCOc1ccc2c(c1)OCCO2
 : 0.57	0.61	nt
- O=C(CSc1nnc(-c2cccnc2)o1)c1cc2ccccc2oc1=O
 : 0.66	2.1	3
- COCCN(C(=S)Nc1ccccc1OC)C1CCN(C(C)=O)CC1
 : 1.6	1.1	6
- O=C(O)CCSc1nc(C(F)(F)F)cc(=O)n1-c1ccccc1
 : 0.54	0.11	33
- CCOC(=O)Cc1csc(NC(=O)CSc2nc3sc(C(=O)O)c(C)c3c(=O)[nH]2)n1
 : 0.58	-0.61	nt
- COc1ccc(NC(=O)CSc2nc(-c3ccc(C)cc3)cc(C(F)(F)F)c2C#N)cc1
 : 0.65	1.6	nt
- COc1cc(NC(=O)C2CCCN(S(=O)(=O)c3cnc[nH]3)C2)cc(OC)c1 (stereo not given)
 : 1	0.64	nt
- Cc1ccc(S(=O)(=O)c2cc3ccccc3oc2=O)cc1
 : nt	nt	29
- Cn1c(Sc2nc3ccccc3n2C)nc2ccccc21
 : -0.79	-1	33
- O=C(O)C1CCCCC1C(=O)Nc1ccc2c(c1)CCC2 (stereo not given)
 : 0.33	-0.33	-425
- CCCCCCC(=O)Oc1ccc(N2C(=O)CCC2=O)cc1
 : nt	nt	13
- COc1ccc(C2SCCN2S(=O)(=O)c2ccccc2)cc1 (stereo not given)
 : nt	nt	-33
- O=C(c1ccccc1F)N1CCN(c2ccc([N+](=O)[O-])c3ncccc23)CC1
 : -0.08	2.2	-9
- CCc1nnc(NS(=O)(=O)c2ccc(NC(=O)c3cc(Cl)ccc3Cl)cc2)s1
 : nt	nt	31

High-throughput results as filed in PubChem.
